# Screening results: PubChem, National Center for Advancing Translational Sciences (NCATS)
# Tau FP inhib: qHTS for Inhibitors of Tau Fibril Formation, Fluorescence Polarization. K18 P301L tau heparin fibrillization, Alexa594 FP, 6 h. Potency, µM (top dose mostly 57.7 µM), inactives show at the top dose activity, negative = inhibition, actives largely listed as inhibitors. hit rate 0.39% among 280,000. AID 1468, 2008; also: nearly all actives have a fitted effect of over 55% in size
# Target sequence (P10636 561-689 P618L limits assumed): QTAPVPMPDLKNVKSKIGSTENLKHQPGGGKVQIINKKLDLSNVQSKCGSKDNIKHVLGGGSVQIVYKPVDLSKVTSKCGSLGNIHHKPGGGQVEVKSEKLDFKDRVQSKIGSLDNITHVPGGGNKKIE
#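 Heparin (20 uM) drove fibril formation of recombinant tau K18 P301L, 15 uM unlabeled with 0.24 uM Alexa 594 label, for 6 hr at 37 C in 100 mM sodium acetate pH 7. Fluorescence polarization (555/632 nm) read 1 hr after 30 uM ThT.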
# TRb-SRC2 inh: qHTS for Inhibitors of the Interaction of Thyroid Hormone Receptor and Steroid Receptor Coregulator 2. AID 1469, 2008. hit rate 0.065% among 280,000. Potency, µM (doses to about 106 µM), for the others: at the top dose activity change, negative = inhibition, most hits filed as inhibitors. TRbeta-SRC2 peptide binding, fluorescence polarization; receptor liganded with 1 µM T3;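 also: plate controls were bound peptide for no effect and peptide without receptor for full effect; nearly all actives have a fitted effect of over 50% in size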
#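 Quantitative HTS by FP: 0.6 uM TRb LBD, 20 nM labeled SRC2 20-mer, 1 uM T3, 5% DMSO; 5 hr ambient incubation; % activity per concentration and potencies from concentration series.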
# Tau fluor counter: Counterscreen qHTS for Inhibitors of Tau Fibril Formation, Fluorescence Polarization; tau K18 P301L Alexa594 fluorescence, heparin fibrillization; Potency, µM (series often up to 57.7 µM), inactives show at the top dose activity change, negative = decrease; hit rate 0.93% among 280,000; AID 1463, 2008; also: nearly all actives have a fitted effect of over 55% in size
#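 Human tau K18 P301L (15 uM unlabeled, 0.24 uM Alexa 594-labeled) in 100 mM sodium acetate pH 7 with 20 uM heparin, 6 hr at 37 C. ThT 30 uM added, 1 hr ambient; Alexa 594 FP and total fluorescence read at 555/632 nm.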
# Tau ThT inhib: qHTS for Inhibitors of Tau Fibril Formation, Thioflavin T Binding. hit rate 2.1% among 270,000. Potency, µM (series often up to 57.4 µM), without a hit: at the top dose activity, negative = inhibition, hits mostly inhibitors. recombinant tau K18 P301L (four-repeat tau fragment), heparin-induced fibrillization, ThT fluorescence. Microtubule-associated protein tau (Homo sapiens), P10636; also: nearly all actives have a fitted effect of over 55% in size
#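 In this qHTS, human K18 P301L tau is incubated with compound and heparin for 6 hr at 37 C, and Thioflavin T fluorescence then reports fibril load.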
# aGal spleen mod: qHTS Assay for Inhibitors and Activators of Human alpha-Galactosidase From Spleen Homogenate | Alpha-galactosidase A (Homo sapiens), P06280 | human spleen homogenate, 4MU-alpha-Gal fluorescence, 40 min | Potency, µM (series often up to 80 µM), inactives show at the highest dose activity change, negative = inhibition, hits mostly inhibitors | hit rate 0.008% among 240,000;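 also: 0% = enzyme with vehicle and -100% = no enzyme basal signal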
#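 Inhibition or activation of alpha-galactosidase in human spleen homogenate is scored by 4-MU fluorescence after 40 min at 37C, pH 5.0, with 1 mM substrate. AC50s come from concentration-response fitted to the Hill equation.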
# L3MBTL1 inh: qHTS Assay for the Inhibitors of L3MBTL1 | Lethal(3)malignant brain tumor-like protein 1 (Homo sapiens), Q9Y468 | AlphaScreen L3MBTL1–H3K9me1 peptide binding | Potency, µM (titrated, usually from 57.1 µM), without a hit: at the top dose activity, negative = inhibition, actives largely listed as inhibitors | hit rate 0.66% among 230,000 | AID 485360, 2010; also: nearly all actives have a fitted effect of over 60% in size
# Target sequence (Q9Y468 whole entry, looked up): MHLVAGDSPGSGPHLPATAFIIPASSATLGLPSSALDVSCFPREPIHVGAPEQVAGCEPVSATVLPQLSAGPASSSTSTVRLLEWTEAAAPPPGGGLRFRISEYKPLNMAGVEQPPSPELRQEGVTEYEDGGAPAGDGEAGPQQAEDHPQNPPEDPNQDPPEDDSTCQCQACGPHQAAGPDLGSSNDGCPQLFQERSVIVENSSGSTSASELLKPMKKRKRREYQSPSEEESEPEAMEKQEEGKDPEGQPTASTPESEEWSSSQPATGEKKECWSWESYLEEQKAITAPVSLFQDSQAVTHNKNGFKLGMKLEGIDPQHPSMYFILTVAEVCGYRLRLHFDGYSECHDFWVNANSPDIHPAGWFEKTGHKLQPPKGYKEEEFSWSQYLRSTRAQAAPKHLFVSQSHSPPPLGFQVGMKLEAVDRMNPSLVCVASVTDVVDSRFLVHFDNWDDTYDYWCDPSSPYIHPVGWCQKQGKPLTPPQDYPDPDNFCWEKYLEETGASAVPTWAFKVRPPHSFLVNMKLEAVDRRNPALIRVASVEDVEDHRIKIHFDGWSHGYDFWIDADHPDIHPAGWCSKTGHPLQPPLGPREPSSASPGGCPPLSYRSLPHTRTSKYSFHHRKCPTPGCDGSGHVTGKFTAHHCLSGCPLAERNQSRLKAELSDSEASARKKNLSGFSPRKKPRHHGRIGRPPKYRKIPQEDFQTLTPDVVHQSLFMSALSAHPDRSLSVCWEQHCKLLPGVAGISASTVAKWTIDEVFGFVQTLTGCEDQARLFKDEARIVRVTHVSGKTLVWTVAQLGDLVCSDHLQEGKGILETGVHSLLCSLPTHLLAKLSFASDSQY
#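 L3MBTL1 50 nM + b-AHA-H3(1-15)K9me1 75 nM, 30 min RT; compound added, 30 min RT; streptavidin donor/Ni-chelate acceptor beads 10 ug/mL each final, 30 min RT dark; AlphaScreen read.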
# ALDH1A1 inh: qHTS Assay for Inhibitors of Aldehyde Dehydrogenase 1 (ALDH1A1). AID 1030, 2008. hit rate 7.3% among 220,000. Purified ALDH1A1, NADH fluorescence, propionaldehyde substrate. Potency, µM (series often up to 75.3 µM), without a hit: at the highest dose activity, negative = inhibition, hits mostly inhibitors. Aldehyde dehydrogenase 1A1 (Homo sapiens), P00352; active = well fitted inhibition curve with a large enough effect, not every such curve was filed as active; inconclusive = small, poorly fitted or top-dose-only effect, or another doubt; inactive = no such curve, though single readings can be large or run the other way;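 also: plate controls were no enzyme wells and a reference inhibitor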
# TR SRC2 fluor cs: Total Fluorescence Counterscreen for Inhibitors of the Interaction of Thyroid Hormone Receptor and Steroid Receptor Coregulator 2 | TRb/SRC2 Texas Red total fluorescence interference | Potency, µM (titrated, usually from 106 µM), for the others: top-dose fluorescence change, negative = quenching | hit rate 0.29% among 280,000 | AID 1479, 2009; active = well fitted curve in either direction with a large enough effect; inconclusive = small, poorly fitted or top-dose-only effect
#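 Human TRβ ligand-binding domain (0.6 uM) and Texas Red SRC2 peptide (20 nM) in Tris buffer with 1 uM T3 and 5% DMSO were incubated with pinned compound for 5 hr at ambient temperature. Total fluorescence was computed as S + 2P (555/632 nm).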
# * marks the source's active call; other numbers are inactive results; ? = inconclusive; . = not tested or not shown; & = joins results of further samples. Unless noted, calls follow the shape of the dose curve; as a rule, active = well fitted curve in the direction sought with a large enough effect; inconclusive = small, poorly fitted or top-dose-only effect, or another doubt; inactive = no such curve, though single readings can be large; an effect the other way counts as inactive or inconclusive. Unless noted, % is scaled to controls: 0 for no effect and ±100 for the full control effect; potency is read from the fitted curve at half-maximal effect.
# A first look:
No.	mol	Tau FP inhib	TRb-SRC2 inh	Tau fluor counter	Tau ThT inhib	aGal spleen mod	L3MBTL1 inh	ALDH1A1 inh	TR SRC2 fluor cs
1	CCNc1nc(OC)nc(SCC(=O)Nc2ccccc2)n1	-1%	-7%	0%	-5%	-10%	-10%	1%	0%
2	CCOc1ccc(CCNC(=O)c2cn(-c3cccc(OC)c3)c(=O)c3ccccc23)cc1	-2%	7%	-8%	-7%	.	.	.	5%
3	Cc1nn(-c2ccccc2)c(C)c1/C=C/C(=O)OC(C)C(=O)Nc1ncc(Cl)cc1Cl (stereo not given)	5%	-1%	-14%	-12%	-5%	0%	?	3%

# The whole of this part, from the first entry:
No.	mol	Tau FP inhib	TRb-SRC2 inh	Tau fluor counter	Tau ThT inhib	aGal spleen mod	L3MBTL1 inh	ALDH1A1 inh	TR SRC2 fluor cs
1	CCNc1nc(OC)nc(SCC(=O)Nc2ccccc2)n1	-1%	-7%	0%	-5%	-10%	-10%	1%	0%
2	CCOc1ccc(CCNC(=O)c2cn(-c3cccc(OC)c3)c(=O)c3ccccc23)cc1	-2%	7%	-8%	-7%	.	.	.	5%
3	Cc1nn(-c2ccccc2)c(C)c1/C=C/C(=O)OC(C)C(=O)Nc1ncc(Cl)cc1Cl (stereo not given)	5%	-1%	-14%	-12%	-5%	0%	?	3%
4	COc1ccc2sc3c(=O)[nH]c4ccccc4c3c2c1	7%	-9%	0%	-9%	-20%	0%	1%	-1%
5	COc1cccc(CNC(=O)Cn2c(=O)n3nc(-c4cccc(F)c4)nc3c3ccccc32)c1	?	-10%	-9%	-5%	.	.	.	-1%
6	CCOC(=O)C1CCCN(C(=O)CSCc2ccccc2)C1 (stereo not given)	4%	-15%	2%	-4%	-5%	-3%	?	-2%
7	Cc1oc(-c2cccc(Br)c2)nc1CSc1nc2ncccc2[nH]1	-1%	3%	-10%	2%	.	.	.	-10%
8	Cc1nc2cc(-c3cccc(Cl)c3)nn2c(N2CCN(C(=O)c3ccco3)CC2)c1C	4%	3%	8%	-1%	-3%	9%	2%	-3%
9	CC(O)CO (stereo not given)	.	-4%&-3%	.	.	2%&4%	6%	-8%&1%	-2%&0%
10	NS(=O)(=O)c1ccc(CCNC(=O)COC(=O)/C=C/c2ccc(Cl)cc2)cc1	-3%	-3%	-11%	-2%	12%	.	-4%	-1%
11	COc1ccc(CSCCc2n[nH]c(=S)n2-c2ccccc2)cc1	1%	9%	-7%	-2%	2%	?	-3%	0%
12	CC(C)n1nc(C(=O)NCCc2ccc(S(N)(=O)=O)cc2)c2ccccc2c1=O	4%	-12%	3%	-3%	-1%	-6%	16%	-2%
13	CCOc1ccc(/C=C/C(=O)c2c(O)c3ccccc3oc2=O)cc1	3%	-7%	1%	?	10%	3%	1%	-1%
14	CC(=O)NNc1ncnc2ccccc12	10%	0%	1%	-4%	5%	7%	-16%	-22%
15	CC(CNC(=O)Cn1c(-c2cccs2)cc2cc(Cl)ccc21)c1ccccc1 (stereo not given)	-7%	-6%	-15%	3%	.	.	.	?
16	NC(=O)C1CCN(CCC(=O)Nc2ccc(Br)cc2)CC1	9%	-9%	-5%	-6%	2%	?	.	-6%
17	CC(C)(CO)NCc1cc(Br)ccc1OCc1ccccc1	7%	-12%	3%	3%	5%	.	-7%	0%
18	Cn1c(CNc2ccccn2)c(C#N)c2ccccc21	0%	-5%	0%	-1%	-7%	7%	0%	-7%
19	Cc1cc(NC(=O)COn2nnc3ccc(Cl)cc32)no1	-5%	3%	-4%	-2%	11%	.	-5%	2%
20	CC[C@H](C)C(=O)O[C@H]1CCC=C2C=C[C@H](C)[C@H](CC[C@@H]3C[C@H](O)CC(=O)O3)[C@H]21	1%	-2%	-4%	-11%	5%	.	-3%	0%
21	CCC(C(=O)NC(C)(C)C)N(Cc1ccco1)C(=O)Cn1nnc(-c2ccc(F)cc2)n1 (stereo not given)	-4%	-4%	-14%	-3%	5%	-7%	16%	-3%
22	COc1ccc(NC(=O)COc2cccnc2[N+](=O)[O-])cc1OC	3%	1%	2%	-2%	-7%	11%	7%	0%
23	Cc1ccc(S(=O)(=O)N2CCN(S(=O)(=O)N3CCCCC3)CC2)c(C)c1	1%	-5%	-5%	-7%	-7%	7%	2%	-2%
24	Cc1ccccc1-n1c(=O)cc(N2CCC3(CC2)OCCO3)[nH]c1=O	5%	-5%	2%	-3%	0%	-5%	5%	0%
25	O=S(=O)(c1ccccc1)n1nc(-c2ccc(Cl)cc2)nc1NCc1ccccc1	?	2%	?	1%	.	.	.	2%

# Some of these compounds in order of heavy-atom count, lowest first.
No.	mol	Tau FP inhib	TRb-SRC2 inh	Tau fluor counter	Tau ThT inhib	aGal spleen mod	L3MBTL1 inh	ALDH1A1 inh	TR SRC2 fluor cs
14	CC(=O)NNc1ncnc2ccccc12	10%	0%	1%	-4%	5%	7%	-16%	-22%
4	COc1ccc2sc3c(=O)[nH]c4ccccc4c3c2c1	7%	-9%	0%	-9%	-20%	0%	1%	-1%
24	Cc1ccccc1-n1c(=O)cc(N2CCC3(CC2)OCCO3)[nH]c1=O	5%	-5%	2%	-3%	0%	-5%	5%	0%
15	CC(CNC(=O)Cn1c(-c2cccs2)cc2cc(Cl)ccc21)c1ccccc1 (stereo not given)	-7%	-6%	-15%	3%	.	.	.	?
25	O=S(=O)(c1ccccc1)n1nc(-c2ccc(Cl)cc2)nc1NCc1ccccc1	?	2%	?	1%	.	.	.	2%

# Continuation:
No.	mol	Tau FP inhib	TRb-SRC2 inh	Tau fluor counter	Tau ThT inhib	aGal spleen mod	L3MBTL1 inh	ALDH1A1 inh	TR SRC2 fluor cs
26	Cc1ccc(CN(Cc2ccco2)C(=O)c2oc3ccc(C)cc3c2C)cc1	-6%	0%	-13%	-13%	.	.	.	4%
27	O=C(O)c1ccccc1SC1CC(=O)N(C2CCCCC2)C1=O (stereo not given)	6%	6%	5%	-10%	-6%	2%	0.63µM*	2%
28	CC(Oc1ccccc1)C(=O)Nc1ccccc1O (stereo not given)	7%	-7%	-8%	-7%	6%	.	4%	0%
29	Cc1ccc(NS(=O)(=O)c2cc(OCC(N)=O)c(C)cc2Cl)cc1C	1%	-2%	-14%	-11%	1%	4%	7%	2%
30	CCOC(=O)CCCNC(=O)CCNC(=O)c1ccc(OC(C)C)cc1	2%	-5%	-2%	-10%	-4%	.	-8%	-7%
31	Cc1noc(C)c1COC(=O)c1cc2ccccc2cc1O	-4%	1%	-24%	?	-17%	.	?	2%
32	COc1ccc(/C(N)=N/OC(=O)c2cccc([N+](=O)[O-])c2C)cc1	-9%	-4%	-10%	-16%	-3%	?	3%	1%
33	CCOCC(O)CSCc1ccc(Cl)cc1 (stereo not given)	6%	0%	2%	1%	5%	.	5%	0%
34	Cc1c(NC(=O)c2cc(-c3ccc(Cl)c(Cl)c3)on2)c(=O)n(-c2ccccc2)n1C	-3%	-7%	-21%	-17%	.	.	.	4%
35	COCCCNCCCOc1ccc(C)cc1Br	-2%	0%	6%	3%	-4%	-2%	-7%	-2%
36	Cc1ccc(NCc2nnc(SCC(=O)N3CCc4ccccc43)n2C)cc1	7%	-2%	-10%	-11%	8%	-5%	8.9µM*	-1%
37	Clc1ccc2c(c1)NC(c1ccncc1)=NC(c1cccs1)=N2	0%	12%	?	?	.	.	.	-2%
38	Cc1ccc(S(=O)(=O)N2CCCCC2)cc1NC(=O)Cn1cnnn1	-2%	-5%	-12%	-4%	-6%	5%	.	-5%
39	O=C(CSc1ccc(-c2cccnc2)nn1)N1CCCc2ccccc21	5%	-5%	-8%	-11%	-5%	.	-7%	-1%
40	CC(/C=N/n1c(C2CCCCC2)n[nH]c1=S)=C\c1ccccc1	1%	-8%	-24%	?	-9%	-8%	-8%	-2%
41	CCOC(=O)Cc1ccc(NC(=O)c2ccccc2Br)cc1	-14%	2%	2%	7%	-1%	2%	-15%	1%
42	Cn1cccc1Cc1nnc(SCC(=O)NCc2ccc3c(c2)OCO3)n1CCc1ccccc1	9%	3%	0%	-16%	2%	-4%	-7%	1%
43	O=C(Nc1ccc(F)cc1)c1cccn1-c1nnc(N2CCCCC2)s1	-5%	-4%	-16%	-2%	.	.	.	1%
44	Cc1cnc(NC(=O)CSc2nnc(Cc3ccccc3)n2C)s1	4%	-1%	2%	-4%	8%	-4%	-4%	2%
45	COC(=O)c1ccc(CSc2nnc(Nc3ccc(OC)cc3)s2)o1	9%	4%	-27%	-14%	3%	-10%	0%	-8%
46	CCc1ccccc1NC(=O)Cn1nnc(C(=O)NCc2cccs2)c1N	-1%&-14%	6%&-4%	12%&6%	14%&11%	-1%	14%	25%	-2%&0%
47	CCOC(=O)CNC(=O)Cn1cnc2c(nnn2-c2ccc(C)cc2)c1=O	-2%	10%	-7%	-10%	9%	5%	8%	-2%
48	Cc1cccn2c(CNCCSc3nccn3C)c(C(=O)N3CCCCC3)nc12	3%	4%	8%	-1%	9%	-5%	.	0%
49	CC1=NN(C(=O)c2ccc(Br)cc2)C(O)(C(F)(F)OC(F)(F)F)C1 (stereo not given)	-2%	-1%	-7%	-20%	0%	-7%	?	-3%
